MDM2 E3 inh: inhibitors of human Mdm2 E3 ubiquitin ligase | 0.11% of 210,000 active | cell-based MDM2 ubiquitination luciferase reporter, 2 h; 0 = plate control, 100 = twice control, blank-subtracted | signal enhancement, % at 5 µM | Q00987 | AID 1230;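 active = signal enhancement of 30% or more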;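 note: luminescence tracks abundance of the self-degrading MDM2-luciferase fusion protein; higher signal means inhibition of MDM2 E3 ligase activity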
Target sequence (Q00987 whole entry, looked up, the tested form may be a part): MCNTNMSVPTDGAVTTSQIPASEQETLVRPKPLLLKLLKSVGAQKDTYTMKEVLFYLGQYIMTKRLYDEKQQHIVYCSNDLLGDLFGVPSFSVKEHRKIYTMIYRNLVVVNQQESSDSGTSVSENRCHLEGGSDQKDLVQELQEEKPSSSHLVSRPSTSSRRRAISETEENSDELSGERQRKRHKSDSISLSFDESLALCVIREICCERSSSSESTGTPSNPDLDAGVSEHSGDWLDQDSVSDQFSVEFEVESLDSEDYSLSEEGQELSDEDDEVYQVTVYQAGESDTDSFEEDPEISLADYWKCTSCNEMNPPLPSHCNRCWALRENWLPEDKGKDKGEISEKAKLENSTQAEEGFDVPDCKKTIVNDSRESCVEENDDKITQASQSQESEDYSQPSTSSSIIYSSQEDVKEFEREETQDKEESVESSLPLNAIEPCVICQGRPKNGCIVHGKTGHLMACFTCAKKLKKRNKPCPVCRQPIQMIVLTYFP
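test system = mammalian cells stably expressing self-ubiquitinating, self-degrading MDM2 E3–luciferase fusion | quantity = 2000 cells/well | incubation = cell settling 4 h, compound treatment 2 h, both 37 °C | signal = luminescence with SteadyLite reagent, 15 min at room temperature | evaluation = % enhancement relative to plate controls after blank subtraction | benchmarks = plate controls and plate blanks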
eIF4E 4G PPI: inhibitors of eIF4E and eIF4G interaction in translation initiation. TR-FRET eIF4E-eIF4GI(517-606) binding, 2 h. inhibition, % at 21.7 µM. 0.37% of 220,000 active. AID 782;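 active = inhibition above about 30%, limit read from the data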;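 note: 0% = full FRET control wells and 100% = background wells lacking eIF4GI fragment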
Wee1 degr inh: blocks degradation of human Wee1 kinase; HeLa Luc-Wee1K328M stability, luciferase luminescence; 100% = proteasome inhibitor MG132 effect; reporter increase, % at 5 µM; 1.2% of 220,000 active; AID 1321;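 active = activation above the mean of all tested compounds plus 3 SD, set per screening run, cut at about 8.8% in these data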;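 note: cells exposed to compound for 20 h before luminescence read; 0% = DMSO alone and 100% = MG132 at 30 µM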
PERK inh: human PERK inhibition, primary cell-based screen; inhibition, % at 5.6 µM; 0.17% of 220,000 active; CHO PERK-DD fusion, SEAP luminescence translation reporter; AID 1416; Q9NZJ5;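 active = inhibition above the mean inhibition of all tested compounds plus 3 SD, set separately per screening campaign, cut at about 2.9% in these data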;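 note: PERK kinase domain activated by AP20187 dimerizer at 100 nM; 0% = DMSO with dimerizer and 100% = rapamycin at 8.4 µM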
NPY2 pot ag: human NPY-Y2 potentiation or agonism, primary screen; AID 1359; cells expressing NPY-Y2, potentiator/agonist read-out; activation, % at 3.6 µM; 0.45% of 220,000 active; P49146; in the data active = activation above about 27%;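 note: cells stimulated with NPY near EC25 plus isoproterenol at EC100; 0% = vehicle plus submaximal agonist and 100% = vehicle plus saturating agonist; some results beyond the cut were filed as inactive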
Ba/F3 V617F tox: lowers viability of Ba/F3 cells expressing EpoR and JAK2V617F; 1.1% of 220,000 active; inhibition, % at 5.6 µM; AID 1446; ATP luminescence;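 active = inhibition above the campaign mean plus 3 SD over all tested compounds, cut at about 24% in these data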;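 note: cytokine-independent growth of Ba/F3 cells driven by EpoR plus mutant JAK2; 0% = DMSO-treated cells and 100% = JAK inhibitor I control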
BaF3 parental: parental Ba/F3 viability inhibition as JAK2V617F counter-screen; 1.1% of 220,000 active; inhibition, % at 5.6 µM; CellTiter-Glo ATP luminescence;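 active = inhibition above a per-campaign cutoff, the mean inhibition of all tested compounds plus 3 SD, cut at about 27% in these data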;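 note: 0% = DMSO wells and 100% = JAK Inhibitor I control wells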
S1P4 ag: activates the human S1P4 receptor | 0.35% of 220,000 active | O95977 | S1P4-expressing cell line, agonist reporter assay | AID 1509 | activation, % at 4.98 µM; in the data active = activation above about 11%;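 note: 0% = DMSO vehicle and 100% = reference agonist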
Target sequence (O95977 whole entry, looked up): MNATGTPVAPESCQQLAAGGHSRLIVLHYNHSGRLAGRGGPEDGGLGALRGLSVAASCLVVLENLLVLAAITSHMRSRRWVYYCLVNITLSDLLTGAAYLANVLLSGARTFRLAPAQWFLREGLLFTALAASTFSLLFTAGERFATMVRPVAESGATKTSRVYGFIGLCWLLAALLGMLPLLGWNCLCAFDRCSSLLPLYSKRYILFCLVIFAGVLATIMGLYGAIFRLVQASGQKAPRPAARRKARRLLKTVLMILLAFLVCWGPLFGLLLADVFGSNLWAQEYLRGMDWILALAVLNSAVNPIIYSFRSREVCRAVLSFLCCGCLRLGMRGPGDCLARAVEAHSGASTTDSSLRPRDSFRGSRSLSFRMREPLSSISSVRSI
S1P4 antag: blocks the human S1P4 receptor. O95977. S1P4-expressing cells, antagonist mode, reporter read-out. inhibition, % at 4.98 µM. 0.26% of 220,000 active. AID 1510; in the data active = inhibition above about 29%;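 note: 0% = wells stimulated with agonist and 100% = vehicle wells without agonist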
* marks the source's active call; other numbers are inactive results; nt = not tested or not shown; [ ] = dose if it differs, or a comment.

SMILES	MDM2 E3 inh	eIF4E 4G PPI	Wee1 degr inh	PERK inh	NPY2 pot ag	Ba/F3 V617F tox	BaF3 parental	S1P4 ag	S1P4 antag
C#CCOCCOCCOCCNc1nc(N2CCN(C(=O)[C@H](CCC(=O)O)n3cc(C(N)CC(C)C)nn3)CC2)nc(N2CCN(C(=O)[C@H](Cc3cc4ccccc4[nH]3)n3cc(C(N)CC(C)C)nn3)CC2)n1 (some centres undefined)	nt	4	-2	1.3	-3	-1	-4	0.6	-2
OC(c1cccc(OCc2ccccc2)c1)c1nnc(-c2ccccc2)o1 (centres undefined)	12	-1	-2	-0.1	-12	1	3	-2.0	-6
O=C1c2cccc3c([N+](=O)[O-])ccc(c23)C(=O)N1c1nccs1	-9	19[fluorescence artefact?]	0	-0.2	5	39*	32*	-0.1	99*
CC(C)(C)NC(=O)COc1ccc(CNc2ccc3[nH]c(=O)[nH]c3c2)cc1	3	4	0	0.8	8	-1	8	-0.5	-7
COc1ccc(N(CC(=O)N2CCCCCC2)S(=O)(=O)c2c(C)[nH]c(=O)[nH]c2=O)cc1	-1	0	0	2.2	-2	-2	6	-4.2	-7
COc1cc2nc(C3CCC3)n(NC(=O)C(OC(C)=O)c3ccccc3)c(=O)c2cc1OC (centres undefined)	-4	6[fluorescence artefact?]	3	0.1	-4	-1	4	-0.2	-18
O=C(NCc1cccnc1)C(=O)Nc1nc2ccccc2s1	-1	1	-5	0.9	12	-3	0	2.0	-21
CC(Nc1ccc(Cl)c(Cl)c1)C(=O)NN (centres undefined)	-13	0	0	0.2	-11	-5	-3	2.1	-5
COc1cccc(/C=N/n2c(=S)n(C)c3cc(C)c(C)cc32)c1OC	-1	-7	1	1.2	-9	0	8	-0.7	-5
COc1cc(NC(=O)C2CCCN(c3ncccn3)C2)cc(OC)c1 (centres undefined)	nt	-2	2	0.3	-1	-2	6	-2.8	-22

At a glance, two of the compounds above:
SMILES	MDM2 E3 inh	eIF4E 4G PPI	Wee1 degr inh	PERK inh	NPY2 pot ag	Ba/F3 V617F tox	BaF3 parental	S1P4 ag	S1P4 antag
C#CCOCCOCCOCCNc1nc(N2CCN(C(=O)[C@H](CCC(=O)O)n3cc(C(N)CC(C)C)nn3)CC2)nc(N2CCN(C(=O)[C@H](Cc3cc4ccccc4[nH]3)n3cc(C(N)CC(C)C)nn3)CC2)n1 (some centres undefined)	nt	4	-2	1.3	-3	-1	-4	0.6	-2
OC(c1cccc(OCc2ccccc2)c1)c1nnc(-c2ccccc2)o1 (centres undefined)	12	-1	-2	-0.1	-12	1	3	-2.0	-6

Continued.
SMILES	MDM2 E3 inh	eIF4E 4G PPI	Wee1 degr inh	PERK inh	NPY2 pot ag	Ba/F3 V617F tox	BaF3 parental	S1P4 ag	S1P4 antag
C#CCSC1=C(C#N)C(c2cccs2)C(C(=O)OCC)=C(C)N1 (centres undefined)	-18	-8	3	0.9	-9	-2	2	1.6	2
COc1ccccc1NC(=S)N(C(C)C)C(C)c1ccccn1 (centres undefined)	-15	-3	3	0.4	-3	-2	1	1.4	-9
Cc1ccc(NC(=O)c2ccncc2)cc1[N+](=O)[O-]	-12	0[fluorescence artefact?]	-4	0.2	2	1	11	4.4	-5
COCCCNC(=O)CSC1=Nc2ccccc2C2=NC(CC(=O)NCc3ccccc3)C(=O)N12 (centres undefined)	-8	11	1	-0.1	-7	-1	1	-2.3	0
O=C(NCc1ccco1)c1ccc(N2CCCCC2)c([N+](=O)[O-])c1	-2	-2	0	-0.6	3	3	3	0.3	-8
c1ccc(CN2CCCC3(CCCN(Cc4nc(COc5ccccc5)no4)C3)C2)cc1 (centres undefined)	-23	-1	5	0.2	11	3	8	0.6	12
Cc1ccccc1C(=O)NCCNc1ccc([N+](=O)[O-])cc1	-9	-2	-3	-0.1	21	-4	0	-0.5	-17
Cc1ccc(C)c(C(=O)CSc2n[nH]c(C(C)C)n2)c1	-15	5[fluorescence artefact?]	-1	-0.5	7	-2	6	0.2	-6
COc1ccc(C(=O)Nc2ccc(OC)c([N+](=O)[O-])c2)cc1Br	-6	-1	-3	0.5	2	2	8	-0.7	4
OC(CNCc1ccc(Cl)c(Cl)c1)c1ccccc1 (centres undefined)	-11	4	-2	-1.3	-11	1	4	2.0	-15
CN(C(=O)COC(=O)c1ccc2c(c1)NC(=O)CS2)C1CCS(=O)(=O)C1 (centres undefined)	-12	-5	0	1.5	2	2	3	0.4	-1
CC1(C)Cc2ccccc2C(/C(=N/O)C(N)=O)=N1	-7	-2	0	0.0	5	1	7	0.4	0
CN(C)S(=O)(=O)c1ccc(N2CCCC2)c(C(=O)NCc2cccc(C(F)(F)F)c2)c1	-2	8	6	1.1	7	-6	1	-2.6	1
CC(=O)C1=C(N2CCCCC2)CCC1=O	-11	-1	-1	0.5	-1	-2	3	-1.2	26
COc1cc(C(=O)N2CCN(C(=O)Cc3ccccc3)CC2)cc(OC)c1OC	-14	1	-3	-0.8	17	-2	6	0.7	-16
COc1ccc(/C=C2\Oc3cc(OC(=O)N4CCOCC4)ccc3C2=O)c(OC)c1	-10	0	-1	-2.2	-8	-1	-3	-0.5	-1
Cc1ccc(SCc2nc(-c3ccncc3)no2)cc1	-9	-2	3	0.7	-3	-4	1	-1.1	-13
COc1ccc(-c2cn3c(C)c(C(=O)NCc4ccc5c(c4)OCO5)sc3n2)cc1	nt	nt	0	0.3	-3	0	8	-1.7	-14
Nc1nnc(CC(=O)N/N=C/c2ccc(-c3ccc(F)cc3)o2)s1	-9	-9	-3	-0.3	-10	2	2	2.4	8
O=C(CSc1nnc(NC(=O)c2c(F)cccc2F)s1)Nc1ccc(F)cc1	-6	2	10*	0.4	3	-3	-2	1.9	-23
CCn1nnnc1NCc1ccc(OCc2ccc(F)cc2Cl)c(OC)c1	-12	-1	1	1.1	-7	5	11	0.0	-8
COc1ccc(OCC(=O)Nn2c(-c3ccc(OC)cc3)nc3ccccc3c2=O)cc1	-17	-4	-1	-1.6	-25	3	5	0.3	-16
CN(C)Cc1c(O)ccc2c3c(c(=O)oc12)CCCCC3	0	3	-1	-0.3	5	-3	-2	4.0	-3
CCN(CC)c1nc(-c2ccccn2)nc(-c2ccccc2)c1C#N	4	2	2	0.7	0	-2	1	-3.1	4
O=C(Cn1cnc2ccccc2c1=O)N1CCN(Cc2ccccc2)CC1	-17	-2[fluorescence artefact?]	1	0.5	6	-4	2	-0.3	-4
CCC(c1nnnn1CCOC)N1CCN(C(=O)c2ccco2)CC1 (centres undefined)	4	3[fluorescence artefact?]	-1	1.1	-8	-2	0	0.3	1
Cc1ccc(OCCn2c3ccccc3n3nc(C)c(=O)nc23)cc1	-10	2	3	-0.8	1	5	8	0.0	6
CCOC(=O)C1(CC2CCCCO2)CCN(Cc2nc3ccccc3[nH]2)CC1 (centres undefined)	-6	0	-1	0.0	-26	2	11	-4.0	12
CC(C)NC(=O)CSc1nc(-c2ccccc2)cs1	-13	0	-4	0.1	-22	4	4	1.4	-13
O=C(Cc1cccs1)N=Nc1c(O)[nH]c2ccccc12	nt	-1	-2	0.8	-15	3	2	-0.6	-12

Structures above containing a nitro group on carbon, in the order listed:
SMILES	MDM2 E3 inh	eIF4E 4G PPI	Wee1 degr inh	PERK inh	NPY2 pot ag	Ba/F3 V617F tox	BaF3 parental	S1P4 ag	S1P4 antag
O=C1c2cccc3c([N+](=O)[O-])ccc(c23)C(=O)N1c1nccs1	-9	19[fluorescence artefact?]	0	-0.2	5	39*	32*	-0.1	99*
Cc1ccc(NC(=O)c2ccncc2)cc1[N+](=O)[O-]	-12	0[fluorescence artefact?]	-4	0.2	2	1	11	4.4	-5
O=C(NCc1ccco1)c1ccc(N2CCCCC2)c([N+](=O)[O-])c1	-2	-2	0	-0.6	3	3	3	0.3	-8
Cc1ccccc1C(=O)NCCNc1ccc([N+](=O)[O-])cc1	-9	-2	-3	-0.1	21	-4	0	-0.5	-17
COc1ccc(C(=O)Nc2ccc(OC)c([N+](=O)[O-])c2)cc1Br	-6	-1	-3	0.5	2	2	8	-0.7	4

Further results
SMILES	MDM2 E3 inh	eIF4E 4G PPI	Wee1 degr inh	PERK inh	NPY2 pot ag	Ba/F3 V617F tox	BaF3 parental	S1P4 ag	S1P4 antag
O=C(CCCCn1c(=O)[nH]c2ccsc2c1=O)NCC1CCCO1 (centres undefined)	-15	-3	-1	0.1	3	-2	1	1.3	-14
COC(=O)c1cc(-c2ccc(Cl)cc2)n(-c2ccc(S(N)(=O)=O)cc2)n1	-8	1	6	-0.2	11	-2	3	0.6	0
CN(C)Cc1cn(CCC(=O)O)c2ccccc12	nt	nt	3	1.1	16	0	3	0.9	-13
CCCCOC(=O)N/N=C/C=C/c1ccccc1	-13	-4[fluorescence artefact?]	0	0.0	-12	7	9	0.9	1
CCOC(=O)C(CO)(NC(C)=O)C(=O)OCC	-10	-5	-2	-0.1	-13	0	4	1.0	2
C=CCOC(=O)C1=C[C@@H](C2CCCCC2)C[C@@H](OCc2ccc(CO)cc2)O1	nt	2	2	0.3	-26	-2	0	0.4	9
Cc1ccc(-n2[nH]c(C)c(C=Nc3ccc(S(=O)(=O)Nc4nccs4)cc3)c2=O)c(C)c1	-7	-2	-2	0.6	3	-4	1	-1.2	-29
CCC(C)[C@H](NC(=O)NCc1cccs1)C(=O)O (some centres undefined)	-19	1[fluorescence artefact?]	0	0.6	5	1	2	1.8	12
CCOC(=O)c1cnn(-c2ccc(C(F)(F)F)cn2)c1N	-29	0	2	0.2	-21	-5	-1	-2.8	-18

High-throughput results as filed in PubChem BioAssay.
